Compound activity: PubChem, Sanford-Burnham Center for Chemical Genomics
APOBEC3G inh – APOBEC3G (human) deaminase inhibition | AID 493012 | Q9HC16 | actives 0.28% (n = 330,000) | inhibition, % at 20 µM | recombinant A3G, ssDNA deamination FAM/TAMRA fluorescence;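 active means inhibition of at least 40% at 20 µM, with no more than 30% in the related APOBEC3A deaminase screen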;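 further: plate controls were DMSO wells with A3G for no effect and wells lacking A3G enzyme for full effect; some compounds called inactive have numbers as strong as hits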
Target sequence (Q9HC16 whole entry, looked up): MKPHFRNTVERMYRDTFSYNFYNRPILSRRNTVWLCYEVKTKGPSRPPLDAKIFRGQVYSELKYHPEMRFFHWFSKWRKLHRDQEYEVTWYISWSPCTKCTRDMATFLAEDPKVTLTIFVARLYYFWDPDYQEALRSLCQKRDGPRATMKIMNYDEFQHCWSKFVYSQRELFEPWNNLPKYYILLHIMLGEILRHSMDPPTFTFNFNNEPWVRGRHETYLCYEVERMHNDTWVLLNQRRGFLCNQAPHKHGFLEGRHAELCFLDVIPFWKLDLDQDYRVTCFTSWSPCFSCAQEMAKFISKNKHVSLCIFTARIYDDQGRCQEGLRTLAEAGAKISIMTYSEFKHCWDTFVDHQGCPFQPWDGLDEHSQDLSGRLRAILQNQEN
ATG4B inh – inhibitors of human ATG4B cysteine protease; ATG4B cleavage of LC3-PLA2, NBD-HPC fluorescence, 1 h; actives 0.51% (n = 340,000); Q9Y4P1; inhibition, % at 8.33 µM; in the data active means inhibition above about 40%
mIAP inh – mouse IAP inhibition | purified mouse IAP, CDP-Star luminescence, 30 min | inhibition, % at 10 µM | actives 0.2% (n = 330,000) | AID 2806;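 active means inhibition of at least 40% at 10 µM in the primary screen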;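 further: plate controls were DMSO with enzyme for no effect and no enzyme wells for full effect; values of inactives mirror those of a sister screen read the other way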
hIAP inh – human IAP inhibition. P09923. purified IAP, CDP-Star luminescence, 30 min. inhibition, % at 10 µM. actives 0.12% (n = 330,000). AID 2544;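 active means inhibition reaching a set limit with compound at 10 µM in the primary screen, cut at about 35% in these data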;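 further: plate controls were DMSO wells with enzyme for no effect and no-enzyme buffer wells for full effect; values of inactives mirror those of a sister screen read the other way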
Target sequence (P09923 whole entry, looked up): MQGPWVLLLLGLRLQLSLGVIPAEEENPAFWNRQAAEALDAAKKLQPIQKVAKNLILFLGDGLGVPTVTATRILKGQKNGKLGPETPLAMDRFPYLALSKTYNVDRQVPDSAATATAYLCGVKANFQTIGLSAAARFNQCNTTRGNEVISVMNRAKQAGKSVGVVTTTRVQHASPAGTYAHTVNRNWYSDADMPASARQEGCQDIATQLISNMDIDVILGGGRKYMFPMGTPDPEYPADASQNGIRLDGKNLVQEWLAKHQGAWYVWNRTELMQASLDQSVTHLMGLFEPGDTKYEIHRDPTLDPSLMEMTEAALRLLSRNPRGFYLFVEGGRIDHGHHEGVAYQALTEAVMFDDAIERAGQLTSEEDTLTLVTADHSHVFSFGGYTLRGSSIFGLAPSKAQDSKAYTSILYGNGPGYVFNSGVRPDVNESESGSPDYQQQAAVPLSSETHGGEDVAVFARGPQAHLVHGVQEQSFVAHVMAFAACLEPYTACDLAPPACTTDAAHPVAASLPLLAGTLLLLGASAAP
hIAP activ – human IAP activation | actives 0.16% (n = 330,000) | activation factor at 10 µM | P09923 | purified human IAP, CDP-Star luminescence, 30 min; stronger effect = higher value; 1 = vehicle-only enzyme, 0 = enzyme-free background;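 active means activation factor of the enzyme at least 2-fold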; further: the source names both 10 and 20 µM as test concentration; values of inactives mirror those of a sister screen read the other way
beta cell repl – inducers of beta-cell replication in MIN6 cells | proliferation, % at 10 µM | actives 0.29% (n = 330,000) | MIN6 cells proliferation, ATPlite luminescence, 48 h; cells starved in 0.2% serum; 100% = growth in 10% serum | AID 2380;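 active means compounds whose signal lies at least 3.5 SD above the mean of all wells on their plate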;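 further: 0% = DMSO-treated cells in low-serum medium and 100% = 10% serum control; some compounds called inactive have numbers as strong as hits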
APOBEC3A inh – human APOBEC3A DNA deaminase inhibition. recombinant A3A, FAM/TAMRA ssDNA deamination fluorescence. inhibition, % at 20 µM. actives 0.41% (n = 330,000). AID 493011;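 active means at least 40% inhibition at 20 µM here, with at most 30% in a related deaminase screen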;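 further: plate controls were A3A with DMSO for no effect and wells lacking A3A enzyme for full effect; some results filed as inactive read as strong as hits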
mIAP act – mouse IAP activation. muIAP, CDP-Star luminescence, 30 min; stronger effect = higher value; 1 = vehicle-only enzyme signal, 0 = enzyme-free wells. activation factor at 10 µM. actives 0.24% (n = 330,000);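 active means activation factor of at least 2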; further: the source names both 10 and 20 µM as test concentration; values of inactives mirror those of a sister screen read the other way
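System: mouse IAP enzyme. Reagent: CDP-Star chemiluminescent phosphatase substrate. Benchmarks: DMSO wells, no-enzyme wells. Times: 30 min enzyme-substrate-compound incubation at room temperature. Detection: luminescence from enzymatic CDP-Star hydrolysis. Doses: test compounds delivered from DMSO solution.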
MPTP inh – blocks calcium-induced mitochondrial swelling; inhibition, % at 10 µM; actives 1.4% (n = 360,000); isolated mouse mitochondria, Ca2+ swelling absorbance, 30 min;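 active means inhibition of 50% or more, scaled per plate between neutral and stimulator controls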;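 further: 0% = DMSO wells given calcium and 100% = 1 mM EGTA wells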
* marks the source's active call; other numbers are inactive results; · = no result given.

SMILES	APOBEC3G inh	ATG4B inh	mIAP inh	hIAP inh	hIAP activ	beta cell repl	APOBEC3A inh	mIAP act	MPTP inh
CC(Oc1ccc(Br)cc1)C(=O)NCCCN1CCCC1=O (stereo not given)	-5	0	4	-19	1.2	4	-4	0.96	0.4
CCOC(=O)/C=C/[C@H]1Cc2ccccc2CO1	-7	9	-3	-2	1	-2	-1	1	-0.1
Cc1csc(NC(=O)C2CCCCC2)n1	-7	-6	2	-2	1	-1	-7	0.97	-0.2
O=C(O)Cc1ccc2oc(-c3cccnc3)nc2c1	-4	1	2	8	0.92	-3	1	0.98	1.1
CCCc1cc(=O)[nH]c(SCCN2C(=O)c3ccccc3C2=O)n1	-4	-2	5	5	0.95	2	0	0.95	-0.1
Cc1sc2nc(SCC(=O)O)[nH]c(=O)c2c1C	-6	13	-7	-4	1	-3	-3	1.1	-0.2
C=CCOc1cccc(C(=O)Nc2ncn[nH]2)c1	-6	-4	2	-69	1.7	-3	-5	0.98	-0.4
CC(C)NC(=O)c1onc(CSc2ccc(C(C)C)cc2)c1C(=O)O	-7	-10	-3	0	1	-3	-2	1	2.7
Cc1nc(CN2CCN(C(=O)CCc3nnc(Cc4c[nH]c5ccccc45)o3)CC2)cs1	-1	17	-16	-12	1.1	-3	0	1.2	1.0
COc1ccc(Br)cc1S(=O)(=O)N1CCCc2ccccc21	-9	0	4	-11	1.1	-1	-1	0.96	-0.2
COc1ccccc1-n1nc(C(=O)O)c2ccccc2c1=O	-10	25	11	20	0.81	0	-6	0.89	-0.6
CCOC(=O)CNc1c(N2CCN(c3ccccn3)CC2)c(=O)c1=O	-8	1	-3	12	0.88	0	-4	1	0.6
CCOc1cc(NC(=S)NCCOC)c(OCC)cc1NC(=O)c1cccs1	-9	-6	3	-14	1.1	-2	-5	0.97	·
C=CCn1c(C)csc1=Nc1ccc(C(C)=O)cc1	-7	-7	-6	-3	1	1	-3	1.1	0.6
N#Cc1cc2c(nc1SCC(O)CS(=O)(=O)Cc1ccc(Cl)cc1)CCCC2 (stereo not given)	-7	-12	-1	23	0.77	-2	-5	1	11
COc1ccc(OCc2cc(C(=O)N3CCOCC3)no2)c(Cl)c1	-5	15	-8	7	0.93	-1	-3	1.1	0.1
Cc1ncc(CN2CCC(C(=O)Nc3ccc(-n4cccn4)cc3)CC2)s1	-8	-4	2	-11	1.1	-3	0	0.98	-1.7
Cc1c(N=Cc2nc3ccccc3[nH]2)c(=O)n(-c2ccccc2)n1C	-3	-2	-12	-26	1.3	-3	-5	1.1	3.8
O=C(CCN1C(=O)C2C3C=CC(C3)C2C1=O)NC1CCCCC1 (stereo not given)	-5	3	8	-6	1.1	-2	-6	0.92	-0.7
COc1ccc(S(=O)(=O)Nc2c(C)nc3nc[nH]n3c2=O)cc1	-4	1	-2	11	0.89	-5	10	1	-1.4
CCc1ccc(C(=O)N2CCN(c3ccc(NC(=O)c4ccco4)cc3)CC2)cc1	-4	1	7	-8	1.1	-1	-1	0.93	-0.2
CCn1c2ccccc2c2cc(NC(=O)C(C)Oc3ccccc3)ccc21 (stereo not given)	-5	-5	-28	2	0.98	-3	-4	1.3	1.0
CCCC(C(=O)NCCc1ccc(S(N)(=O)=O)cc1)c1ccccc1 (stereo not given)	-5	-6	-3	-11	1.1	0	0	1	-1.0
COc1ccc(OC)c(CNC(=O)Cn2nc(C)c3c(C)n(-c4ccc(C)cc4)nc3c2=O)c1	-2	7	-4	-37	1.4	-3	-2	1	0.4
CC(C)(C)OC(=O)C[C@@H]1C/C=C\C[C@@H](CC(=O)NCCO)C(=O)NC[C@H](c2ccccc2)OC1=O	-4	-1	4	-18	1.2	2	1	0.96	2.6

Brought forward from above: five entries, followed by the next part.
SMILES	APOBEC3G inh	ATG4B inh	mIAP inh	hIAP inh	hIAP activ	beta cell repl	APOBEC3A inh	mIAP act	MPTP inh
CCc1ccc(C(=O)N2CCN(c3ccc(NC(=O)c4ccco4)cc3)CC2)cc1	-4	1	7	-8	1.1	-1	-1	0.93	-0.2
CCn1c2ccccc2c2cc(NC(=O)C(C)Oc3ccccc3)ccc21 (stereo not given)	-5	-5	-28	2	0.98	-3	-4	1.3	1.0
CCCC(C(=O)NCCc1ccc(S(N)(=O)=O)cc1)c1ccccc1 (stereo not given)	-5	-6	-3	-11	1.1	0	0	1	-1.0
COc1ccc(OC)c(CNC(=O)Cn2nc(C)c3c(C)n(-c4ccc(C)cc4)nc3c2=O)c1	-2	7	-4	-37	1.4	-3	-2	1	0.4
CC(C)(C)OC(=O)C[C@@H]1C/C=C\C[C@@H](CC(=O)NCCO)C(=O)NC[C@H](c2ccccc2)OC1=O	-4	-1	4	-18	1.2	2	1	0.96	2.6
Cc1ccc(S(=O)(=O)N(CCC(=O)O)c2ccccc2)cc1	-5	5	4	-5	1	-2	-6	0.96	1.1
COc1ccccc1NC(=O)c1csc2c1CCC(C)C2 (stereo not given)	-8	1	1	5	0.95	-2	1	0.99	1.5
Cc1sc(NC(=O)c2cc(-c3ccccc3)nc3ccccc23)c(C(N)=O)c1C	-2	36	11	7	0.93	0	1	0.89	-7.2
CCOC(=O)c1c(C)n(C)c2cc(Br)c(C(=O)OC)cc12	-8	-5	-6	19	0.81	0	0	1.1	1.8
COc1ccc(/C=C(\C#N)C(=O)c2c(C)[nH]c3ccccc23)cc1OC	-3	-15	3	-19	1.2	-4	-1	0.97	5.3
O=C(NNC1=C(C(=O)C(F)(F)F)CCC1)c1cccc(O)c1	-1	1	4	13	0.87	-4	1	0.96	0.0
O=c1[nH]c(CN2CCc3ccccc3C2)nc2ccccc12	3	-14	7	-7	1.1	-3	2	0.93	0.5
CC(Oc1ccc(Cl)cc1Cl)C(=O)NCCCN(C)C (stereo not given)	-5	-3	2	1	0.99	-2	-2	0.98	0.0
Cc1c(NC(=O)COC(=O)c2ccc(Br)o2)c(=O)n(-c2ccccc2)n1C	3	-3	6	-6	1.1	2	6	0.94	-2.0
CCOc1ccc(NC(=O)COC(=O)C2C3CC4OC(=O)C2C4C3)cc1 (stereo not given)	5	8	-13	0	1	-2	1	1.1	-1.8
COC(=O)C1CCN(S(=O)(=O)c2ccc(NC(C)=O)cc2)CC1	-6	4	4	-3	1	-2	0	0.96	-1.4
CNC[C@H]1Oc2ccc(NC(=O)Nc3ccc4c(c3)OCO4)cc2C(=O)N([C@H](C)CO)C[C@@H]1C	-1	8	-116	-4	1	0	4	2.2*	-1.1
CCOC(=O)c1sc(NC(=O)c2ccc(S(=O)(=O)N(CC)CC)cc2)nc1C	0	-10	2	-32	1.3	1	2	0.98	7.6
Cc1ccc(Nc2nnc(SCc3nc4ccccc4c(=O)[nH]3)s2)cc1	-5	-6	10	-3	1	0	0	0.9	4.1
Cc1c(C(=O)Nc2cccc([N+](=O)[O-])c2)csc1-c1ccccc1	-3	-2	12	21	0.79	-6	1	0.88	85*
COc1ccc(CNc2c(C(=O)O)cnc3c2cnn3C)cc1	-4	1	-6	7	0.93	-1	-2	1.1	-1.7
CCc1ccc(N=C2NC(=O)/C(=C/c3cc(Br)c(OCC(=O)O)c(OC)c3)S2)cc1	-2	13	2	-26	1.3	-3	-3	0.98	2.4
COc1ccc(C(=O)Nc2ccnn2C2CCN(Cc3ccccn3)CC2)cc1	-6	22	3	6	0.94	-3	-3	0.97	-1.1
COc1ccc(N(Cc2ccccc2)S(=O)(=O)c2cccc(C(=O)Nc3ncccc3C)c2)cc1	-7	10	11	-4	1	-3	-4	0.89	-0.2
CC1CCN(C(=O)CSc2nc3c(c(=O)n2C)SCC3)CC1	3	9	-4	-4	1	-3	-8	1	-0.6
COc1c(C)cc(Br)cc1C(=O)NC(=S)NCc1ccco1	-1	3	2	15	0.85	-7	-1	0.98	2.1
Cc1nn(-c2ccccc2)c2ncc(C(=O)c3cc(Cl)ccc3O)cc12	-1	39	8	-4	1	0	1	0.92	62*
CCOC(CNC(=O)c1cc(C)nn1-c1ccccc1)OCC	1	-1	-3	7	0.93	-1	4	1	-1.8
O=C(Nc1ccc(F)cc1)Nc1ccc2c(c1)OCO2	-2	-4	-23	10	0.9	-1	1	1.2	4.4
O=C(Nc1cccc(-c2nnc(-c3ccccc3)o2)c1)C1CCCCC1	0	-8	-2	6	0.94	-1	4	1	3.5

4 entries from above, ordered by the value under hIAP activ, high to low:
SMILES | hIAP activ
O=c1[nH]c(CN2CCc3ccccc3C2)nc2ccccc12 | 1.1
CC1CCN(C(=O)CSc2nc3c(c(=O)n2C)SCC3)CC1 | 1
CCOC(CNC(=O)c1cc(C)nn1-c1ccccc1)OCC | 0.93
CCOC(=O)c1c(C)n(C)c2cc(Br)c(C(=O)OC)cc12 | 0.81

Carrying on:
SMILES	APOBEC3G inh	ATG4B inh	mIAP inh	hIAP inh	hIAP activ	beta cell repl	APOBEC3A inh	mIAP act	MPTP inh
Cc1ccc(S(=O)(=O)Nc2ccc(C(=O)N3CCOCC3)cc2)cc1	-12	-3	6	-10	1.1	-6	-2	0.94	0.7
CN(C)S(=O)(=O)c1ccc(NC(=O)c2ccncc2)cc1	-7	-6	8	-1	1	-2	-3	0.92	-2.2
COc1ccc(F)cc1S(=O)(=O)NC(Cc1ccccc1)C(N)=O (stereo not given)	-3	-9	-2	-3	1	-1	-3	1	0.0
O=C(CSc1ncn[nH]1)N1N=C2/C(=C/c3ccccc3)CCCC2C1c1ccccc1 (stereo not given)	-1	-5	-4	17	0.83	-6	6	1	5.9
CNC(=O)CCc1[nH]c2ccccc2c1Sc1ccccc1	-1	-7	4	16	0.84	0	0	0.96	2.4
COc1ccc(C(=O)NCc2nnc(SCC(=O)N3CCCCC3)o2)cc1	-3	-6	-6	8	0.92	-2	-3	1.1	1.4
NNC(=S)NCc1cccnc1	-7	-10	23	12	0.88	0	-1	0.77	0.7

Two of the compounds above, with values under each structure:
Each structure is followed by: APOBEC3G inh, ATG4B inh, mIAP inh, hIAP inh, hIAP activ, beta cell repl, APOBEC3A inh, mIAP act, MPTP inh
CNC(=O)CCc1[nH]c2ccccc2c1Sc1ccccc1
    -1, -7, 4, 16, 0.84, 0, 0, 0.96, 2.4
COc1ccc(C(=O)NCc2nnc(SCC(=O)N3CCCCC3)o2)cc1
    -3, -6, -6, 8, 0.92, -2, -3, 1.1, 1.4

This is a random part of the collection. Share with any hit: about 3.3%.
